Source: PubChem BioAssay (NCI)
NCI-60 one-dose screen, 48 h, at 10 µM unless noted. Numbers give growth in % (100 = growth as untreated, 0 = no growth, -100 = all killed).
OVCAR-4 – OVCAR-4 ovarian cancer cells; 80,000 tested, 3.7% active; AID 1794784
SF-295 – SF-295 CNS cancer cells | 79,000 tested, 5.6% active
OVCAR-8 – OVCAR-8 ovarian cancer; 81,000 tested, 4.4% active
OVCAR-3 – OVCAR-3 ovarian cancer. 79,000 tested, 7% active
PC-3 – PC-3 prostate cancer cells; 80,000 tested, 3.9% active
OVCAR-5 – OVCAR-5 ovarian cancer; AID 1794783; 82,000 tested, 2.9% active
SK-OV-3 – SK-OV-3 ovarian cancer cells | 80,000 tested, 3.2% active | AID 1794785
U251 – U251 CNS tumor cells; 80,000 tested, 5.4% active
DU-145 – DU-145 prostate cancer. 81,000 tested, 4.2% active. AID 1794760
Active calls of the source: *; nt = no result given; & = joins results of further samples. The calls were made as follows: active = growth percent below 10; inactive = the rest.

SMILES | OVCAR-4 | SF-295 | OVCAR-8 | OVCAR-3 | PC-3 | OVCAR-5 | SK-OV-3 | U251 | DU-145
CCN(C)CCCOc1ccc(/C(=C(\C)Cc2cccc(OC)c2)c2ccc(OC(C)=O)cc2)cc1 | 103 | 99 | 105 | 105 | 98 | 100 | 94 | 97 | 104
COC(=O)[C@@]12CC[C@@H](C)[C@]3(C[C@@H](c4ccoc4)OC3=O)[C@H]1CC[C@@H]1O[C@@]12C | 104 | 100 | 102 | 110 | 95 | 91 | nt | 105 | 104
CCN1CCCC(O)C1 (stereo not given) | 99 | 99 | 103 | 103 | 99 | 94 | 94 | 98 | 105
CC1(C)CC(=O)C2=C(C1)N(c1ccc(F)cc1F)C(N)=C(C#N)C2c1ccc(F)cc1 (stereo not given) | 98 | 99 | 104 | 116 | 100 | 106 | 96 | 100 | 113
O=C(N/N=C/c1ccc(Cl)cc1)c1cc(-c2nc3ccccc3[nH]2)nc2ccccc12 | 98 | 95 | 103 | nt | 101 | 109 | 101 | 101 | 100
CC(=O)n1c(-c2ccc(Cl)c(Cl)c2)cn(-c2ccc(Cl)cc2)c1=O | 5.3* | 1.9* | 21 | 3.7* | -31* | 42 | 19 | 27 | 0.4*
C=C1C(=O)O[C@@H]2[C@H]3[C@H](COC(=O)CC(C)C)[C@@H](OC(C)=O)C[C@H]3C(=C)[C@@H](O)C[C@@H]12 | 110 | 97 | 83 | 52 | 66 | 95 | 104 | 91 | 22
C[C@]12CC[C@@H]3c4ccc(O)cc4CC[C@H]3[C@@H]1CC[C@@H]2NS(=O)(=O)c1cccc(Br)c1 | 54 | nt | 67 | 59 | 39 | 98 | 91 | nt | 75
COc1cc(-c2nc(-c3ccccc3)[nH]c2-c2ccnc(NCCCNS(=O)(=O)c3ccc(F)cc3)n2)ccc1F | 64 | 70 | 63 | 91 | 43 | 102 | 116 | 77 | 71
COc1cc2cn3c4cccnc4[nH]c(=O)c3c2cc1OC | 109 | 103 | 103 | 113 | 108 | 102 | 119 | 108 | nt
CC(C)CC(NC(=O)CN(Cc1ccccc1)S(C)(=O)=O)C(=O)O (stereo not given) | 104 | 96 | 100 | 97 | 90 | 94 | 91 | 103 | 104
CC(=O)Nc1ccc(Cl)cc1NC(C)=O | 105 | 116 | 113 | 107 | 102 | 165 | 101 | 108 | 112
CNCc1cccc2c1OCCOCCOCCC(C)S(=O)(=O)c1ccc(cc1)-c1cnc(N)c(n1)C(=O)N2 (stereo not given) | 76 | 99 | 2.5* | 26 | 32 | 115 | 23 | 19 | 24
CCOc1ccc(Nc2ccnc3cc(Cl)ccc23)cc1 | 17 | -53* | -1.1* | 12 | 4.7* | 36 | 2.1* | 4.9* | nt
Oc1[nH]c2ccccc2c1/C=c1/ccc2c(c1)N=C(c1ccc(C(F)(F)F)cc1)N=2 | 69 | nt | 71 | 26 | 33 | 72 | 83 | 33 | 63
COc1ccc(/C(=N/NS(=O)(=O)c2ccc([N+](=O)[O-])cc2)C2COC(=O)C2)cc1OC (stereo not given) | 89 | 97 | 100 | 107 | 89 | 88 | 80 | 105 | 116
COC(=O)C(CCc1ccccc1[N+](=O)[O-])C(=O)OC | 102 | 98 | 99 | 107 | 93 | 106 | 112 | 98 | 112
CCOC(=O)c1sc2c(c1C)c(=O)nc1c(-c3nc(-c4ccccc4)cs3)n[nH]n12 | 99 | 93 | 99 | 96 | 92 | 108 | 87 | 97 | 106
CC1=CCCC1 | 112 | 114 | 107 | 108 | 105 | 112 | 115 | 108 | 112
COc1cc2c(cc1OC)CC[N+](CCC[N+](C)(C)C)=C2 | 99 | 97 | 110 | 108 | 84 | 91 | 93 | 99 | 108
O=C1/C(=C\c2ccccc2O)Sc2ccc(Cl)cc21 | 98 | 107 | 102 | 112 | 99 | 101 | 95 | 109 | 112
CCOC(=O)C(Cc1ccccc1)N/C(CCCO)=C(/C#N)c1nc2ccc(C)cc2c(=O)[nH]1 (stereo not given) | 107 | 108 | 103 | 116 | 99 | 106 | 111 | 109 | 127
O=C1/C(=C/c2ccc(F)cc2)C=C(c2ccccc2)N1CCc1ccccc1 | 39 | 36 | 46 | 53 | 51 | 79 | 29 | 47 | 82
CC(C)(C)C(CC(=O)/C=C\c1ccccc1)c1ccccc1 (stereo not given) | 90 | 88 | 68 | 88 | 73 | 107 | 82 | 84 | 96
O=C(CSc1nnc(-c2cccs2)n1-c1ccccc1)Nc1cccc(F)c1 | 88 | 99 | 74 | 102 | 92 | 104 | 96 | 103 | 98

Continued, starting with the last 6 of the part before.
SMILES | OVCAR-4 | SF-295 | OVCAR-8 | OVCAR-3 | PC-3 | OVCAR-5 | SK-OV-3 | U251 | DU-145
COc1cc2c(cc1OC)CC[N+](CCC[N+](C)(C)C)=C2 | 99 | 97 | 110 | 108 | 84 | 91 | 93 | 99 | 108
O=C1/C(=C\c2ccccc2O)Sc2ccc(Cl)cc21 | 98 | 107 | 102 | 112 | 99 | 101 | 95 | 109 | 112
CCOC(=O)C(Cc1ccccc1)N/C(CCCO)=C(/C#N)c1nc2ccc(C)cc2c(=O)[nH]1 (stereo not given) | 107 | 108 | 103 | 116 | 99 | 106 | 111 | 109 | 127
O=C1/C(=C/c2ccc(F)cc2)C=C(c2ccccc2)N1CCc1ccccc1 | 39 | 36 | 46 | 53 | 51 | 79 | 29 | 47 | 82
CC(C)(C)C(CC(=O)/C=C\c1ccccc1)c1ccccc1 (stereo not given) | 90 | 88 | 68 | 88 | 73 | 107 | 82 | 84 | 96
O=C(CSc1nnc(-c2cccs2)n1-c1ccccc1)Nc1cccc(F)c1 | 88 | 99 | 74 | 102 | 92 | 104 | 96 | 103 | 98
CC12CCC3C(CCC4CC(O)CCC43C)C1C/C(=C/O)C(=O)O2 (stereo not given) | 134 | 105 | 104 | 103 | 98 | 111 | 105 | 104 | 108
COc1cc2c(c(OC)c1OC)CCC(c1cccc(C(=O)Nc3ccc(C#N)cc3)c1)O2 (stereo not given) | 35 | 43 | 28 | 66 | 14 | 79 | 73 | 64 | 66
COc1ccc(CNC2CCCCC2)cc1 | 115 | 112 | 102 | 116 | 99 | 107 | 107 | 107 | 116
Clc1ncc(Br)c(NC2CCCCCC2)n1 | 108 | 92 | 105 | 112 | 96 | 104 | 98 | 89 | 116
CC(=O)Nc1nc(O)c(C=Nc2cccnc2)s1 | 96 | 100 | 101 | 102 | nt | 94 | 99 | 97 | 105
CNC1=C([N+](=O)[O-])C(c2ccc(OC)cc2)c2c([nH]c(=O)[nH]c2=O)N1 (stereo not given) | 122 | 93 | 105 | 110 | 106 | 102 | 120 | 97 | 109
CCCCCc1ccc(S(=O)(=O)Nc2ccc3nc(N)oc3c2)cc1 | 27 | 31 | 54 | 64 | 57 | 99 | 82 | 71 | 74
CC1=CC(C)(C)NC(=S)N1 | 107&111 | 124&115 | 115&126 | 107&118 | 90&107 | 108&107 | 108&115 | 121&108 | 109&120
CC(=O)n1nc(C(=O)OC(C)C)c2cc(C)c(C)cc21 | 2.8* | 90 | 97 | 108 | 74 | 118 | 99 | 86 | 105
Clc1nccc2c(-c3csc(-c4c[nH]c5ccc(Br)cc45)n3)c[nH]c12 | 48 | -10* | 33 | 62 | 20 | 60 | 27 | -2.1* | 29
CCN1C(=O)N(CC)C2C1NN=c1s/c(=C\c3cccc([N+](=O)[O-])c3)c(=O)n12 (stereo not given) | 51 | 15 | 6.8* | 1.4* | 34 | 33 | 38 | 14 | 8.5*
Nc1ccc(-c2ccc(N)c(S(=O)(=O)O)c2)cc1S(=O)(=O)O | 108 | 115 | 116 | 108 | 101 | 116 | 103 | 115 | 109
Cc1ccc(CSc2nc(-c3ccc(F)cc3)c(C#N)c(N3CCNCC3)n2)cc1 | 100 | 95 | 105 | 118 | 99 | 109 | 102 | 104 | 113
NS(=O)(=O)c1ccc(CN2C(=O)c3nccnc3C2=O)cc1 | 108 | 104 | 106 | 95 | 106 | 102 | 100 | 107 | 108
CC(=O)OC1CC(C(C)C)CCC1C (stereo not given) | 111 | 109 | 99 | 102 | nt | 100 | 100 | 88 | 107
COc1ccc(C2N=C(N)Nc3n[nH]c(N)c32)cc1 (stereo not given) | nt | 99 | 101 | 116 | 89 | 98 | 104 | 95 | 108
COc1ccc(/C=C\C(CC(NO)c2ccc(OC)cc2)=N/O)cc1 (stereo not given) | 106 | 108 | 107 | 118 | 99 | 119 | 102 | 109 | 133
O=C1/C(=C/C2=Cc3ccccc3OC2)SC(=S)N1N1CCOCC1 | 102 | 100 | 104 | 127 | 105 | 102 | 127 | 98 | 107
Cn1c(C#N)ccc1-c1cc(F)cc(C(=O)NC2CCCC2)c1 | 98 | 99 | 109 | 99 | 98 | 98 | 111 | 108 | 108
COc1ccc(CNc2c3ccccc3nc3ccccc23)c(OC)c1 | 40 | 36 | 38 | 69 | 47 | 50 | 63 | 42 | 49
Cn1c(=O)c2[nH]c(/C=C/c3ccc4c(c3)OCO4)nc2n(C)c1=O | 99 | 129 | 104 | 118 | 87 | 104 | 94 | 117 | 124
O=S(=O)(NCCCNc1nccc(-c2c(-c3cccc(F)c3)nc3occn23)n1)c1ccc(F)cc1 | 37 | 89 | 30 | 55 | 29 | 90 | 55 | 56 | 56
C=C(C)[C@@H]1CC[C@]2(C(=O)N3CCN(C)CC3)CC[C@]3(C)[C@H](CC[C@@H]4[C@@]5(C)CCCNC(C)(C)[C@@H]5CC[C@]43C)[C@@H]12 | 117 | 99 | 103 | 88 | 76 | 93 | 106 | 91 | 93
Nc1cc2cc(Br)ccc2c(=O)n1NC(=O)c1ccc([N+](=O)[O-])cc1 | 102 | 105 | 103 | 120 | 97 | 110 | 90 | 102 | 107
COCCOCCOC(=O)c1ccc(C(C)C)cc1 | 103 | 106 | 107 | 94 | 89 | 93 | 108 | 96 | 100

Fetched one by one from the list above (4):
SMILES | OVCAR-4 | SF-295 | OVCAR-8 | OVCAR-3 | PC-3 | OVCAR-5 | SK-OV-3 | U251 | DU-145
COc1ccc(CNc2c3ccccc3nc3ccccc23)c(OC)c1 | 40 | 36 | 38 | 69 | 47 | 50 | 63 | 42 | 49
Cc1ccc(CSc2nc(-c3ccc(F)cc3)c(C#N)c(N3CCNCC3)n2)cc1 | 100 | 95 | 105 | 118 | 99 | 109 | 102 | 104 | 113
Nc1ccc(-c2ccc(N)c(S(=O)(=O)O)c2)cc1S(=O)(=O)O | 108 | 115 | 116 | 108 | 101 | 116 | 103 | 115 | 109
COc1ccc(CNC2CCCCC2)cc1 | 115 | 112 | 102 | 116 | 99 | 107 | 107 | 107 | 116

Next part:
SMILES | OVCAR-4 | SF-295 | OVCAR-8 | OVCAR-3 | PC-3 | OVCAR-5 | SK-OV-3 | U251 | DU-145
CN(C)CCc1[nH]c2ccccc2c1CC#N | 103 | 101 | 106 | 109 | 91 | 100 | 106 | 110 | 104
COCCNC(C)=O | 104 | 96 | 114 | 113 | 101 | 95 | 102 | 98 | 112
Cc1cccc(/C=N/NC(=O)Nc2[nH]c3ccc(S(N)(=O)=O)cc3c2-c2ccccc2)c1 | 101 | nt | 111 | 96 | 95 | 82 | 103 | 109 | 103
c1cncc(-c2cn3nc(-c4c[nH]c5ccccc45)sc3n2)c1 | 83 | 75 | 52 | nt | 49 | 43 | 86 | 70 | 73
COc1ccc2c(c1)C=C1CSCC3=Cc4cc(OC)ccc4OC13O2 | 48 | 2.4* | 25 | -6.4* | 19 | 41 | nt | 19 | 18
Cl/N=C1/C=CC=C/C1=N/Cl | 83 | 95 | 95 | 99 | 70 | 112 | 101 | nt | 116
O=C1CC[C@H](NC(=O)OCc2ccccc2)C(=O)O1 | 104 | 122 | 106 | 120 | 98 | 95 | 105 | 106 | 116
O=c1ccn(-c2nc(-c3ccccc3)oc2-c2ccccc2)c(=O)[nH]1 | 134 | 140 | 68 | 123 | nt | nt | 115 | 108 | 128
Cc1cccc(Nc2c(N)nc(N)nc2N)c1 | 120 | 91 | 106 | 122 | 99 | 117 | nt | 106 | 116
COc1ccc2[nH]c(=O)c(CSc3nccc(-c4ccc5ccccc5c4)n3)cc2c1 | 68 | 83 | 85 | 101 | 64 | 107 | 102 | 85 | 82
CC/C(=N\N=C(/CC)c1ccccc1O)c1ccccc1O | 85 | 115 | 97 | 101 | 92 | 99 | 110 | 101 | 117
COc1cc(OC)c2c(c1)nc(-c1ccc(OC)c(OC)c1)c1c(=O)n(C)c(=O)n(C)c12 | 108 | 133 | 108 | 116 | 102 | 93 | 105 | 104 | 110
C#C[C@]1(O)CC[C@H]2[C@@H]3CC=C4c5sc(N6CCN(C)CC6)nc5CC[C@]4(C)[C@H]3CC[C@@]21C | 76 | -40* | 74 | nt | 22 | 69 | 54 | 22 | 75
C/C(=C\CCc1ccoc1)CC/C=C(\C)CCCN1CCOCC1 | 58 | 68 | 71 | 52 | 56 | 63 | 74 | 44 | 74
Nc1nc(N)c2cc(Sc3ccc(Cl)cc3)ccc2n1 | 70 | nt | 35 | 26 | 25 | 39 | 60 | 25 | 30
CC(C)(C)n1cc(-c2ccnc(NCCCNS(=O)(=O)c3ccccc3)c2)c(-c2cccc(F)c2)n1 | 60 | 70 | 58 | 75 | 48 | 84 | 81 | 61 | 81
COc1ccc(-c2c(CC(=O)O)c3cc(OC)ccc3n2Cc2ccc(Cl)cc2)cc1 | 88 | 68 | 86 | 87 | nt | 90 | 98 | 99 | 113
CCNS(=O)(=O)c1ccc(Cl)cc1 | 104 | 97 | 101 | 106 | 78 | 85 | 92 | 95 | 107
Cc1ccc(C(=O)Nc2cc(-n3ccnc3)cc(C(F)(F)F)c2)cc1-n1cc(-c2cnc3cccnn23)nn1 | 104 | 107 | 103 | 133 | 123 | 67 | 124 | 112 | 111
OCC1(CO)COC2(CCCC2)N1 | 99 | 91 | 105 | 113 | nt | 96 | 113 | 99 | 115
CCOC(=O)c1nc(Nc2ccc(NC(=O)Nc3ccc(Cl)cc3)cc2)c2ccccc2n1 | 104 | 97 | 101 | 107 | 94 | 100 | 102 | 99 | 109
